TCR CD3 inh – inhibitors of human TCR-CD3 interaction, primary screen, biochemical, fluorescence, TAMRA-labeled TCR probe; T-cell receptor (TCR); inhibition, % at 9.4 µM; 360,000 compounds, 0.37% hits; AID 651800, 2012; in the data active = inhibition above about 19%;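 note: recombinant mutant TCR 2C K166C tagged with TAMRA read by polarization; 0% = receptor in buffer alone and 100% = receptor with positive control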
GC-B act – human GC-B receptor activators, primary screen, HEK293 GC-B cells, cGMP TR-FRET, EC30 CNP; Atrial natriuretic peptide receptor 2 (Homo sapiens), P20594; 0% at EC30 CNP, 100% saturating CNP; activation, % at 10 µM; 370,000 compounds, 0.11% hits; AID 1920062, 2024;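 active = activation at 10 µM reaching about 35% in either raw or pattern-adjusted values, limit read from the data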
Target sequence (P20594 whole entry, looked up): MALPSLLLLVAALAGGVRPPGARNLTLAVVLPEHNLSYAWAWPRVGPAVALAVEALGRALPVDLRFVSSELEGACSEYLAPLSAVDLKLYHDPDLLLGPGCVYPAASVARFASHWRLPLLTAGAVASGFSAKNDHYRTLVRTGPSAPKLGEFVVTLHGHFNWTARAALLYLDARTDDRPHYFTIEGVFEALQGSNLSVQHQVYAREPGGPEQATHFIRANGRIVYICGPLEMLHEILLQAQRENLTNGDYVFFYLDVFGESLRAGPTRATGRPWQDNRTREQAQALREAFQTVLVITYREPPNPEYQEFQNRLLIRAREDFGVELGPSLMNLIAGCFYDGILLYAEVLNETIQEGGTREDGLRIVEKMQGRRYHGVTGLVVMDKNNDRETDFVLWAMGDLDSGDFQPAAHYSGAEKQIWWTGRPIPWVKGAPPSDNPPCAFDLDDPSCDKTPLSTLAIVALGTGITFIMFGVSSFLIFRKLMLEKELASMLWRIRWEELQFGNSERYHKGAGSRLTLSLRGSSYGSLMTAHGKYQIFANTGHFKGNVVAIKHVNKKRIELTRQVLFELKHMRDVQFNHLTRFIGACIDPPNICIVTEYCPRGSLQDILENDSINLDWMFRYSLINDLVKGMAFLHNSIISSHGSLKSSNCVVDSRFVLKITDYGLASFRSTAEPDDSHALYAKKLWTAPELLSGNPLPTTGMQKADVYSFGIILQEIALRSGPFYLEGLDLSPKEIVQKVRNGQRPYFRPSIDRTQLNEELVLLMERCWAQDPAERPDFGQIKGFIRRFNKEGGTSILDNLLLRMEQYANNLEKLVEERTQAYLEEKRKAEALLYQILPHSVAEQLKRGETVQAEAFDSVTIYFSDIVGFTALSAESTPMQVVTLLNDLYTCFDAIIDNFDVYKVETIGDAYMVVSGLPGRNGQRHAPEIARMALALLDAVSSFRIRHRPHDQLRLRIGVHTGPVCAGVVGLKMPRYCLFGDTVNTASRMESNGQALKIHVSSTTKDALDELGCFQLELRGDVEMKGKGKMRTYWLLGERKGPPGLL
NPR1 activator – GC-A stimulated cGMP production enhancers – HEK293 GC-A cells, cGMP TR-FRET, EC30 ANP, primary screen. AID 1671463, 2021. 370,000 compounds, 0.14% hits. activation, % at 10 µM. Atrial natriuretic peptide receptor 1 (Homo sapiens), P16066. 0% at EC30 ANP, 100% saturating ANP; in the data active = activation above about 40%
SIAE inh – human SIAE inhibitors, primary screen, biochemical, fluorescence polarization, FP-Rh probe, 1536-well HTS; 370,000 compounds, 0.69% hits; AID 1053197, 2014; inhibition, % at 9.66 µM; Sialate O-acetylesterase (Homo sapiens), Q9HAT2; SIAE FP-Rh probe binding;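 active = inhibition above a cutoff: mean of compounds within the control limits plus 3 SD of those, cut at about 17% in these data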;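 note: 0% = plate median of compound wells and 100% = probe without SIAE protein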
MBD2 inh – inhibitors of MBD2 binding to methylated DNA, primary screen, biochemical, TR-FRET, DNA-binding domain, human. Methyl-CpG-binding domain protein 2 (Homo sapiens), Q9UBB5. MBD2 binding to methylated oligonucleotide. inhibition, % at 4.4 µM. 370,000 compounds, 0.31% hits; in the data active = inhibition above about 13%
PRMT1 inh – PRMT1 methyltransferase inhibitors, primary screen, biochemical, fluorescence polarization; Protein arginine N-methyltransferase 1 (Homo sapiens), Q99873; recombinant PRMT1, activity-based probe fluorescence polarization; inhibition, % at 2.79 µM; 370,000 compounds, 1.3% hits; AID 652257, 2013;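 active = inhibition above about 21% made by adding two undisclosed values, limit read from the data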
mABHD4 FP – ABHD4 inhibitors, primary screen, biochemical, fluorescence polarization, mouse; (Lyso)-N-acylphosphatidylethanolamine lipase (Mus musculus), Q8VD66; purified mABHD4, FP-Rh probe fluorescence polarization; inhibition, % at 8.92 µM; 370,000 compounds, 0.54% hits; AID 720543, 2013;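 active = inhibition exceeding the mean over every tested compound plus 3 SD, cut at about 30% in these data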;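 note: 0% = plate median of compound wells and 100% = S159A mutant with DMSO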
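Assay system: Wild-type mouse ABHD4 protein | Medium: HEPES pH 7.0 buffer, 150 mM NaCl, 0.01% Pluronic F-127 | Incubation: Enzyme–compound pre-incubation 45 min, then probe 60 min, both 25 °C | Technique: Fluorescence polarization with parallel and perpendicular emission, 525/598 nm | Evaluation: % inhibition of FP-Rh probe binding versus controls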
HTRA1 inh – HTRA1 serine protease inhibitors, primary screen, biochemical, fluorescence polarization, HTS. 340,000 compounds, 0.5% hits. Q92743. inhibition, % at 5.96 µM. recombinant HTRA1, FP-rhodamine activity-based probe; in the data active = inhibition above about 36%;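 note: 0% = enzyme with DMSO and 100% = wells lacking enzyme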
UHRF1 MBD2 ctr – UHRF1 methylated DNA binding inhibitors, primary screen, counter-screen for MBD2 inhibitor project, biochemical, TR-FRET, human UHRF1, single concentration; E3 ubiquitin-protein ligase UHRF1 (Homo sapiens), Q96T88; UHRF1 binding to methylated oligo; inhibition, % at 4.4 µM; 370,000 compounds, 0.75% hits; in the data active = inhibition above about 21%;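 note: UHRF1 SRA domain binding a hemimethylated CpG hairpin DNA probe; 0% = median of test compound wells and 100% = reference inhibitor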
rCAG RNA binder – binders of r(CAG) RNA repeats, primary screen, biochemical, fluorescence. r(CAG) RNA repeat, TO-PRO-1 dye displacement fluorescence. inhibition, % at 3 µM. 370,000 compounds, 1.3% hits;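 active = inhibition above the plate cutoff, the mean of all test compounds on that plate plus 3 SD, cut at about 35% in these data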;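 note: 0% = DMSO alone and 100% = 100 µM mitoxantrone as full dye displacement; higher means more dye released from RNA so lower well fluorescence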
An asterisk follows results filed as active; nt = no result given.

compound	TCR CD3 inh	GC-B act	NPR1 activator	SIAE inh	MBD2 inh	PRMT1 inh	mABHD4 FP	HTRA1 inh	UHRF1 MBD2 ctr	rCAG RNA binder
COCCn1nnnc1C(c1ccc(OC)cc1)N1CCC(C)CC1 (stereo not given)	2	-3	-3	6	-1	-1	-4	-1	0	-4
COc1cccc(C(=O)NCc2cccnc2)c1	-5	2	2	-2	7	0	7	-11	1	-4
CC(=O)C1CCC2C3C=CC4=CC(=O)CCC4(C)C3CCC12C (stereo not given)	2	-8	3	6	2	-2	11	nt	-3	0
O=C(NCCN1CCCC1=O)C1CCC(=O)N(CCc2ccc(Cl)cc2)C1 (stereo not given)	1	-2	5	5	0	0	-1	-1	3	-5
COc1ccc(NC(=O)CSc2nnc(Cn3cnc4ccccc43)n2C)cc1	-2	-5	2	-10	-4	-1	-3	3	-4	1
O=C(CNC(=S)N(Cc1ccc(F)cc1)C1CCCCC1)NCCN1CCOCC1	-9	6	0	-4	2	2	-5	2	4	0
C=CCNc1nc(-c2ccccc2)nc(-n2ccnc2)n1	1	-19	-25	-2	-6	0	-5	-14	1	1
COc1ccc(C(O)c2nc(-c3cc(F)cc(Cl)c3)cs2)cc1 (stereo not given)	-5	-4	2	-6	1	4	-17	nt	1	7
Clc1ccc(-c2nnc(NCc3ccccc3)c3ccccc23)cc1	3	-9	-10	-9	3	0	-41	-64	0	0
Cc1c(C(=O)O)sc2ncn(C)c(=O)c12	7	0	2	-11	4	0	-3	1	5	6
COC(=O)C(C)(N)Cc1ccc(O)cc1 (stereo not given)	5	6	-2	-2	-5	-7	-7	5	-1	2
CC(Sc1ccccc1)C(=O)N1CCN(S(=O)(=O)c2cccc(Br)c2)CC1 (stereo not given)	-6	-9	-20	-2	-2	6	3	-1	3	-4
CCN(CC)CCN1C(=O)C(O)=C(C(=O)c2cccs2)C1c1ccccn1 (stereo not given)	1	5	4	1	3	6	1	5	-2	0
O=C(Nc1ccc(S(=O)(=O)Nc2cnc3ccccc3n2)cc1)c1ccccc1Br	-3	0	2	8	0	-4	-2	-13	2	26
O=C(Nc1ccc(F)c(Cl)c1)c1csc([C@H]2C[C@H](O)[C@@H](CO)O2)n1	-7	1	0	12	-6	0	-3	nt	-1	0
C[C@@H]1CN([C@@H](C)CO)C(=O)CCCn2cc(nn2)CO[C@H]1CN(C)C(=O)Nc1ccccc1F	-6	-2	6	4	0	2	4	nt	0	1
CC(C)(C)C(=O)Nc1cccc(-c2nc3ccccc3c(=O)o2)c1	1	-4	6	-11	3	0	2	-8	4	7
CCOC(=O)[C@H]1[C@H]2COc3ccccc3[C@@H]2N2C(=O)CN(CC3CCCO3)C(=O)[C@@]12C (stereo not given in full)	-9	-5	3	1	-1	-1	0	3	3	-4
C/C(=N\NC(=O)c1ccc2c(c1)OCO2)c1ccc(C(=O)O)s1	4	-3	-1	-7	-3	1	-13	3	-1	-2
CC1CN(C(=O)/C=C/c2ccccc2Cl)CC(C)O1 (stereo not given)	-3	3	-1	8	2	-2	-3	6	-1	-6
O=C1OCCC/C1=C\c1ccc2c(c1)OCO2	0	0	1	4	1	-1	0	1	1	4
CCC(=O)N/C(=N\OCc1ccc(F)cc1)c1nonc1NC(=O)CC	6	6	0	1	-2	-2	1	1	-1	2
O=C1C2C3C=CC(CC3)C2C(=O)N1/N=C/c1ccc(O)c(O)c1 (stereo not given)	3	-4	1	3	-2	2	4	6	6	4
Cc1oc2ccc(O)cc2c1C(=O)OC(C)C	0	0	0	5	-1	7	1	8	-1	-3
Cc1ccc(C2=CCN(C)C(=O)N2c2ccc(Br)cc2)cc1	nt	-11	-10	6	6	6	-18	nt	3	7
CC(=O)Nc1ccc(S(=O)(=O)NNC(=O)c2ccc([N+](=O)[O-])cc2)cc1	-12	1	2	-5	7	7	-10	-3	2	-3
O=C(NC1CCc2ccccc21)C12CN(Cc3ccccc3)CC1C(c1cccc([N+](=O)[O-])c1)=NO2 (stereo not given)	8	-8	2	-8	-4	2	-4	-23	-4	4
CCCCn1c(N)c(N(CCOC)C(=O)CSCc2c(C)noc2C)c(=O)[nH]c1=O	-3	1	3	-2	0	2	5	9	-1	-2
O=C(CN1CCOCC1)Nc1ccc2c(c1)OCCO2	6	-2	-2	3	-3	-3	6	1	3	-2
COc1cccc(-c2cc(C(F)(F)F)nc(N3CCC(C)CC3)n2)c1	1	1	-6	-3	1	-1	4	6	-1	0
CCCCCC(=O)N1C[C@H](O)[C@@H](n2cc(-c3ccc(F)cc3)nn2)C[C@@H]1c1ccc(Cl)cc1	-2	-1	-4	-6	-4	3	-17	-68	8	6
Fc1ccccc1-c1nc(-c2ccccc2)no1	-4	-11	6	-4	-3	0	-5	-8	1	1
C/C(=N\Nc1cc(N2CCOCC2)ncn1)c1ccc(O)cc1	2	-6	-5	0	-4	-2	2	2	-1	-5
Cc1nc2ccc(NC(=O)c3ccc(F)cc3Cl)cc2c(=O)[nH]1	nt	-5	1	2	-1	4	-3	nt	2	3
CCC(=O)Nc1ccc(NC(=O)CSc2nnnn2CC)cc1C	5	11	0	-3	1	0	-2	3	-3	5
Cc1cc(Cl)ccc1NC(=S)N1CCN(C(=O)c2ccco2)CC1	2	-4	3	3	3	0	1	5	4	-5
CCOc1cc(/C=C2\SC(=O)N=C2N)ccc1O	6	2	3	-11	-10	1	8	2	-16	-2
Cc1cc(C)cc(-c2nnc(SCC(=O)NCc3cccs3)o2)c1	2	-2	-1	-2	1	0	3	-10	0	-2
CC(C)C(NC(=O)c1ccccc1Br)c1ccccc1 (stereo not given)	6	3	-2	5	5	-2	-1	-8	-1	-3
CCCS(=O)(=O)NC(=O)C1(C)CCN(C(=O)c2cccnc2Oc2ccccc2)C1 (stereo not given)	6	0	2	2	2	1	-2	nt	-2	3
Cc1cccnc1NC(=O)c1ccc(S(=O)(=O)N2CCC(C)CC2)cc1	-5	1	-2	0	9	8	-15	2	5	-5
O=C(CCNC(=O)Cn1ccc2ccccc2c1=O)NCc1ccccn1	-6	-4	2	-9	6	5	-1	0	2	-3
CC(C)Cn1c(SCc2nc3ccccc3c(=O)[nH]2)nc2ccccc2c1=O	-4	-2	4	6	4	-2	0	2	0	1
COc1cc(OC)c(C(=O)Nc2ccccc2-c2ccccc2)cc1OC	8	-21	-48	-7	0	1	-6	-13	2	-2
O=C1c2ccccc2C(=O)N1CCCC(=O)N1CCc2ccccc21	-2	-3	1	-3	3	2	1	-1	1	1
O=C(O)/C(=C1/OC(=O)c2ccccc21)c1ccccc1	10	4	-1	-2	5	4	10	5	-3	5
COC(=O)[C@]12C[C@H](CC(=O)NCc3ccccc3)C(=O)N(CCC3=CCCCC3)C1=C[C@H](C(C)(C)C)O[C@@H]2C	-4	2	3	-1	2	2	-8	nt	0	2
Cc1c(Br)cc(C(=O)N2CCCC2)c(C)c1C	7	2	-2	-4	-1	-1	9	5	0	3
O=C(NC1CC(=O)N(c2ccccc2)C1)C(=O)c1c[nH]c2ccccc12 (stereo not given)	6	-2	2	-4	-4	-1	3	-6	-2	0
Cc1cccc(NC(=O)CSc2nnc([C@H](C)NC(=O)OC(C)(C)C)o2)c1C	7	2	2	-1	-3	-7	1	6	-3	-4
Cc1cc(C)c(NC(=O)c2cccs2)c(C)c1NC(=O)c1cccs1	-1	-4	-1	2	-4	-5	-7	-2	-1	-1
CC(C)CC(C(=O)NC1CCCC1)N(Cc1ccc2c(c1)OCO2)C(=O)c1snc(C(N)=O)c1N (stereo not given)	-10	5	1	0	-3	1	3	1	5	0
CCc1ccc(OCC(=O)NNC(=O)Cc2cccs2)cc1	4	-1	4	5	-2	-2	0	4	0	1
S=C(Nc1ccccc1)N1CCN(c2ccc(N3CCOCC3)nn2)CC1	3	10	-1	-1	2	4	4	0	2	1
O=C(CCNC(=O)C1CCN(S(=O)(=O)c2ccccc2)CC1)NCc1ccncc1	0	-1	0	-6	6	1	6	3	-1	-1
COc1cccc(Cn2c(=O)ccc3ccccc32)c1	-4	-3	-5	0	-1	0	10	-6	5	-2
CN1CCN(c2ccc(-c3cc(NC=O)c4ncc(-c5ccc(F)c(Cl)c5)n4c3)cc2)CC1	-10	-3	3	18*	0	3	8	nt	-1	13
O=C1OCCC1Sc1ncnc2sc3c(c12)CCC3 (stereo not given)	0	-3	1	3	2	-3	-1	-1	-4	-2
COc1ccc(OCC(O)CN2C(=O)NC(C)(C)C2=O)cc1 (stereo not given)	-4	-1	7	3	2	0	8	0	2	-4
CCn1c(SCC(=O)Nc2ccccc2F)nc2c(c1=O)SC(C)C2 (stereo not given)	7	0	-4	-3	0	-2	-7	-4	1	-3

2 of the compounds above, with two lines to a compound:
Sequence of screens – TCR CD3 inh | GC-B act | NPR1 activator | SIAE inh | MBD2 inh | PRMT1 inh | mABHD4 FP | HTRA1 inh | UHRF1 MBD2 ctr | rCAG RNA binder
- COc1ccc(OCC(O)CN2C(=O)NC(C)(C)C2=O)cc1 (stereo not given)
→ -4 | -1 | 7 | 3 | 2 | 0 | 8 | 0 | 2 | -4
- CCn1c(SCC(=O)Nc2ccccc2F)nc2c(c1=O)SC(C)C2 (stereo not given)
→ 7 | 0 | -4 | -3 | 0 | -2 | -7 | -4 | 1 | -3

Next compounds follow:
compound	TCR CD3 inh	GC-B act	NPR1 activator	SIAE inh	MBD2 inh	PRMT1 inh	mABHD4 FP	HTRA1 inh	UHRF1 MBD2 ctr	rCAG RNA binder
CC(=O)Nc1ccc(OC(=O)c2c(-c3ccccc3Cl)noc2C)cc1	-3	-1	-1	-8	0	5	4	-2	0	-4
O=C(CCNS(=O)(=O)c1cccc2nsnc12)N1CCc2ccccc21	1	-7	1	-4	4	-3	-6	-1	-1	-1
O=C(NCc1cccs1)C1CCCN(C(=O)Nc2ccccc2)C1 (stereo not given)	5	-7	3	1	-3	-5	-2	7	1	1
COc1ccc(C(=O)NNC(=O)CSc2nc3c(c(=O)n(C)c(=O)n3C)n2C)cc1	-6	2	0	-2	1	0	-1	-1	-4	-2
CCCCOC(=O)c1cc(Cl)c(O)c(OC)c1	-10	-10	1	13	1	-1	2	1	-1	-3
CC(=O)Cc1nsc(NC(=O)c2c(-c3ccccc3Cl)noc2C)n1	-5	5	5	-4	-2	1	-5	-5	3	6
Cc1ccc(NC(=O)CN(c2ccc(Cl)cc2)S(=O)(=O)c2cc([N+](=O)[O-])ccc2Cl)c(C)c1	6	-2	-1	-3	3	0	-8	nt	-4	6
OC[C@@H]1CN(Cc2ccc(F)cc2)C[C@H](n2cnc3c(N4CCN(c5ccccc5)CC4)ncnc32)O1	-3	8	5	0	5	3	1	nt	-2	5

A portion of the library; count on the stated rates, not on these rows.
